E-selectin induc = induces E-selectin expression in human endothelial cells. actives 0.37% (n = 260,000). HUVEC E-selectin immunofluorescence imaging; normalized: neutral wells 0, TNF-alpha wells 100. activation, % at 7.58 µM;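 active = mean E-selectin-positive cell signal at least 10% of the positive control, reached in at least 60% of replicates, without over 20% cell loss; inconclusive = no rule given, readout overlaps actives, possibly toxicity-flagged; inactive = the rest, including those meeting only one limit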;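 note: in these data hits start at about 27%; measured in HUVEC primary endothelial cells; signal is the percent of cells scored E-selectin positive by PE staining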
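System: HUVEC, human umbilical vein endothelial cells; quantity: 3,000 cells/well; buffer or medium: EGM-2 medium, gelatin-coated wells; dosing: single-point compound dose; detection: immunofluorescence imaging; evaluation: % PE-positive cells; benchmarks: TNF-alpha, DMSO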
esBAF inh = inhibitors of esBAF chromatin remodeling in mouse ES cells; actives 2% (n = 350,000); reporter increase, % at 12.5 µM; Bmi1-luciferase knock-in reporter, 24 h; 100% = twice the neutral-well signal; in the data active = activation above about 40%; inconclusive = no clear call, values can overlap the other calls;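 note: 0% = median of the plate's neutral control wells and 100% = double that signal; a rise in the Bmi1 reporter signal indicates esBAF inhibition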
RAD52 inh = inhibitors of human RAD52 DNA annealing; inhibition, % at 18.7 µM; recombinant RAD52 DNA annealing, FRET fluorescence; P43351; actives 0.46% (n = 360,000); AID 651710;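 active = every replicate showing at least 50% inhibition; inconclusive = mean inhibition at least 50% but not in every replicate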
PglD inh = blocks C. jejuni PglD acetyltransferase activity; purified PglD enzyme, DTNB colorimetric CoA detection; inhibition, % at 12.5 µM; actives 0.098% (n = 360,000); AID 602405; in the data active = inhibition above about 16%, passing the limit was not always enough; inconclusive = no clear call, values can overlap the other calls; note: strong numbers were not always called active
ARNT TACC3 PPI = ARNT/TACC3 interaction disruption; AlphaScreen His-ARNT PAS-B/GST-TACC3 binding, luminescence; TACC3 fragment carries E629A point mutation; inhibition, % at 9.99 µM; actives 0.66% (n = 390,000); AID 623870;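 active = mean inhibition of replicates at least 50% and at least half of replicates each reaching 50%; inconclusive = half or more replicates reach 50% but mean below 50%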;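 note: 0% = complete ARNT plus TACC3 wells and 100% = ARNT alone without TACC3; many hits fall short of the cut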
RAD54 branch = inhibitors of human RAD54 branch migration | Q92698 | RAD54 Holliday junction branch migration, FAM/BHQ fluorescence | inhibition, % at 10.4 µM | actives 0.14% (n = 360,000) | AID 602329;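 active = mean normalized replicate activity at least 40 and at least half of replicates scoring 40 or more; inconclusive = only one of the two criteria met; inactive = mean below 40 and under half of replicates reaching 40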;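 note: 0% = median of neutral control wells and 100% = median of positive control wells; inhibitors cause a drop in the FAM fluorescence signal; in these data hits start at about 50%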
Casp6 inh = caspase-6 (human) enzyme inhibition | P55212 | purified caspase-6, Z-VEID-R110 cleavage fluorescence | inhibition, % at 12.5 µM | actives 0.53% (n = 350,000) | AID 686996;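 active = mean inhibition across replicates at least about 35%, with every replicate also reaching that limit, limit read from the data; inconclusive = only one of the two criteria met; inactive = neither criterion met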;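 note: 0% = median of neutral control wells and 100% = no fluorescence left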
Target sequence (P55212 24-179 limits assumed): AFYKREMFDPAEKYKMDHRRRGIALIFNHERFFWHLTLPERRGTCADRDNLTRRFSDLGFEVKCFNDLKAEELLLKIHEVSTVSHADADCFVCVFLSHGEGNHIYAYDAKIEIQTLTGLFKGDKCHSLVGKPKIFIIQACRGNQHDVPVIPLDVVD
Target sequence (P55212 194-293 limits assumed): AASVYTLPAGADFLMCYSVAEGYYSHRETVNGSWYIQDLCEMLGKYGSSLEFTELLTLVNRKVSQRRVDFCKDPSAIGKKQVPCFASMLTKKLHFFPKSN
ERp5 inh = inhibitors of human ERp5. Q15084. ERp5 insulin aggregation, absorbance 650 nm, 90 min. inhibition, % at 9.99 µM. actives 0.05% (n = 350,000). AID 651711;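 active = mean replicate inhibition above about 25%, with every replicate also reaching it, limit read from the data, passing the limit was not always enough; inconclusive = only one of those two criteria met; inactive = neither criterion met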
Target sequence (Q15084 whole entry, looked up): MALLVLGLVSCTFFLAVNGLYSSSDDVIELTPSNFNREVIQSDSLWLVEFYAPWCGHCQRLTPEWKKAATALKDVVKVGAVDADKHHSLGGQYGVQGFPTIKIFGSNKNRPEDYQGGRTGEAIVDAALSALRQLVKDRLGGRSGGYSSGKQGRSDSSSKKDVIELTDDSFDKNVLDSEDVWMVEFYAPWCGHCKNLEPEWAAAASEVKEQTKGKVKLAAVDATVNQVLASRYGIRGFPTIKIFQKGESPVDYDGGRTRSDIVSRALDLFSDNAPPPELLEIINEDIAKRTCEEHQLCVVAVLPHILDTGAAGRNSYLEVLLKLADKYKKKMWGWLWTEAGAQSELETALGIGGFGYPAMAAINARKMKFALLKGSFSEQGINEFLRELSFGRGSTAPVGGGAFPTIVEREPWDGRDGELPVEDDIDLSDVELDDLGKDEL
Active calls of the source: *; u = inconclusive; x = no result given; & = joins results of further samples. Compounds as they come (roughly 3.2% active in at least one column).

SMILES	E-selectin induc	esBAF inh	RAD52 inh	PglD inh	ARNT TACC3 PPI	RAD54 branch	Casp6 inh	ERp5 inh
CCCCN(C(=O)CCn1c(=O)oc2ccccc21)c1ccccc1	x	-4	0	-1	1	4	-1	3
COc1ccc(Cl)cc1N(CC(=O)NCc1ccccn1)S(=O)(=O)c1ccc(C)cc1	-0.1	0	-1	4	x	-1	0	4
O=C(c1ccc(N2CCCC2=O)cc1)N1CCN(c2cccc(C(F)(F)F)c2)CC1	0.1	5	-6	-11	-3	1	-1	6
CCCCOc1ccc(C(=O)N2CCN(CC(=O)Nc3ccc(C)cc3)CC2)cc1OC	x	1	-27	-4	x	5	4	1
Cc1ccc(-n2c(CCc3ccccc3)nnc2SCC(=O)NCc2ccccc2)cc1C	x	7	x	1	-7	-12	x	x
Cc1ccc(S(=O)(=O)N2CCCC(N3CCOCC3)C2)cc1Cl (stereo unspecified)	0.2	-13	-3	-4	5	4	-1	-3
O=C(Nc1nccs1)c1cc2c(s1)-c1ccccc1OC2	0.3	103*	22	-3	-3	4	-1	-1
C[C@H](CO)N1C[C@H](C)[C@H](CN(C)Cc2ccc(Cl)c(Cl)c2)Oc2c(NC(=O)C3CCOCC3)cccc2C1=O	1.4	-1	-6	-5	-10	-10	-7	-3
CN(C)S(=O)(=O)c1ccc(C(=O)Nc2ccc(F)cc2F)cc1	0.1	4	-15	-1	1	-6	-2	-8
COc1ccc(OC)c(NC(=O)c2ccc(CSc3ncccn3)cc2)c1	u	10	-9	x	2	x	2	4
O=C(COC(=O)c1ccc(Cl)c(S(=O)(=O)N2CCCCCC2)c1)Nc1ccccc1	0.0	x	-18	x	-2	x	-1	3
COCCNC(=O)CN(c1ccc(F)cc1)S(=O)(=O)c1ccc2c(c1)OCCO2	x	5	-15	1	6	1	-3	-1
COc1ccc(OCC(=O)Nn2c(-c3cccc(OC)c3)nc3ccccc3c2=O)cc1	-0.6	x	-6	x	0	x	3	-1
Cc1cc(Br)cn2cc(C(=O)O)nc12	1.6	-4	-16	x	-3	x	-5	-4
Cc1ccn2c(=O)nc(SCC(=O)NCc3ccco3)nc2c1	1.3	-3	-15	-136	2	-1	27	2
C[C@@H]1CCCCO[C@@H](CN(C)Cc2ccc(C(=O)O)cc2)[C@H](C)CN([C@@H](C)CO)C(=O)c2cc(NC(=O)Nc3ccc(F)cc3)ccc2O1	0.0	-3	4	-3	-6	-5	0	-1
C[C@H](CO)N1C[C@H](C)[C@@H](CN(C)C(=O)Nc2ccc(C(C)(C)C)cc2)OCc2cnnn2CCCC1=O	0.2&0.0	-4&7	10&-3	2&-4	-14	5&3	-5&5	0&-3
CCn1c(CCNC(=O)c2ccc(Cl)c(Cl)c2)nnc1SCCOc1ccc(OC)cc1	x	-17	x	1	-6	-3	x	x
C[C@H]1CN([C@@H](C)CO)C(=O)c2cc(NC(=O)Cc3cn(C)c4ccccc34)ccc2O[C@H]1CN(C)C(=O)Nc1ccc(F)cc1	-17	-5	-12	-1	1	7	-1	-2
CC(C)(O)C#Cc1ccc(C(=O)Nc2ccc3c(c2)OCO3)s1	19	63*	2	2	-5	5	2	6
CCOC(=O)N1CCC(n2c(SCC(=O)NCCc3ccc(S(N)(=O)=O)cc3)nc3ccccc3c2=O)CC1	-0.1	x	-3	x	-4	x	6	-1
COc1ccc(NC(=O)COC(=O)c2cnccn2)cc1Cl	x	4	x	2	-25	2	x	x
O=C(COC(=O)c1ccc(Cl)nc1)NCCNC(=O)COC(=O)c1ccc(Cl)nc1	x	1	-7	6	-7	3	3	2
COc1ccc(-c2c(C)n([O-])c(C)c(C)[n+]2=O)cc1	x	2	x	1	-3	-6	x	x
O=C(C[C@H]1CC[C@H]2[C@@H](COC[C@@H](O)CN2C(=O)Nc2ccccc2)O1)NCc1ccccc1F	0.0	8	5	2	4	8	0	-3
SMILES	E-selectin induc	esBAF inh	RAD52 inh	PglD inh	ARNT TACC3 PPI	RAD54 branch	Casp6 inh	ERp5 inh
COc1cccc(N2CCN(C(=O)CCc3nnc4ccc(N5CCCC5)nn34)CC2)c1	1.6	5	0	4	0	-12	-10	8
COCc1[nH]nc2c1C(c1ccc(F)cc1)N(c1ccc(OC)cc1)C2=O (stereo unspecified)	-0.1	x	-12	x	x	x	1	-1
COc1ccc(Oc2cnn(-c3ccccc3)c(=O)c2Br)cc1	x	x	1	x	-3	x	8	-7
CCOC(=O)C1(Cc2cccc(Cl)c2)CCCN(C(=O)CN2C(=O)CSC2=O)C1 (stereo unspecified)	-0.1	19	-24	4	-3	-9	-3	4
O=C(Nc1cccc(F)c1)C1CCCN1C(=O)OCc1ccccc1 (stereo unspecified)	0.5	3	-6	5	-4	3	-2	x
CC1(Oc2cccc(F)c2)CCN(Cc2ccc3ccccc3c2)C1 (stereo unspecified)	-0.2	-3	1	-9	x	-3	0	4
Cc1ccc(OCCNCc2ccccc2)c(C)c1	-0.1	3	13	-1	-14	0	-4	3
CC(C)(C)OC(=O)N[C@H]1C=C[C@H](OC(=O)CC(=O)OCC(F)(F)F)C1	1.8	7	-7	-4	-3	-5	0	0
O=C(CSc1nnnn1-c1ccc2c(c1)OCO2)NCc1cccs1	x	7	x	-2	14	0	x	x
Cc1cc(C)cc(NC(=O)c2ccc3nc[nH]c3c2)c1	x	24	2	x	5	x	1	7
COc1cccc(NC(=O)CSc2nc(=O)n(Cc3ccncc3)c3c2CCCC3)c1	-0.1	-2	-3	1	2	5	-1	-4
CC1=NNC(=O)/C1=C\c1cn(-c2ccccc2)nc1-c1ccc(F)cc1	x	12	x	3	1	5	x	x
CC(C)(C)NC(=O)C1CCC(CNc2c(N3CCCCC3)c(=O)c2=O)CC1 (stereo unspecified)	-0.2	x	-8	3	14	5	0	-5
c1ccc(-c2csc3ncnc(NCC4COc5ccccc5O4)c23)cc1 (stereo unspecified)	x	x	-14	x	-14	x	3	6
CCOc1[nH]n(-c2ccccc2)c(=O)c1C=Nc1ccc(Cl)cc1	x	-8	x	-5	1	0	x	x
CCc1cc(C(=O)N2CCc3c([nH]c4ccccc34)C2c2ccc(OC)cc2F)no1 (stereo unspecified)	x	x	-25	x	-6	x	0	5
CCc1ccc(NS(=O)(=O)c2ccc3c(c2)CCN3C(=O)CCC(=O)O)cc1	-0.1	-3	-9	1	2	-4	3	1
CC(=O)Nc1ccc(S(=O)(=O)N2CCN(Cc3ccccc3[N+](=O)[O-])CC2)cc1	x	x	-4	x	4	x	1	0
COc1cccc(-c2ccc3c(c2)[C@H]2[C@H](CCN2C(=O)NC2CCCCC2)[C@@H](CO)N3C)c1	0.3	x	24	x	x	x	1	2
COc1cc(/C=N/NC(=O)c2cc(-c3ccccc3)sc2N)cc(OC)c1OC	0.9	x	-9	x	x	x	6	3
C=CCSc1nc(N)c2c(C)c(C)sc2n1	-1.3	46*	x	-2	-5	-6	x	x
Cc1noc(C)c1NC(=O)N(C)C[C@@H]1Oc2ccc(NC(=O)Nc3ccccc3)cc2CC(=O)N([C@@H](C)CO)C[C@H]1C	-0.1	-5	-17	0	0	2	-1	9
N#Cc1ccccc1S(=O)(=O)N1CCN(CC(O)CN2CCOCC2)CC1 (stereo unspecified)	4.9	-3	0	-4	0	8	3	-3
COc1ccc(OC)c(C(=O)c2coc3ccc(OC(C)=O)cc23)c1	x	16	1	5	x	-3	0	-1
COCCNC(=O)C(=O)NCCN1CCNCC1	0.9	x	1	x	5	x	-23	-1

With a hit mark in esBAF inh (from the list above):
smiles	esBAF inh	RAD52 inh	PglD inh	ARNT TACC3 PPI	Casp6 inh	ERp5 inh
O=C(Nc1nccs1)c1cc2c(s1)-c1ccccc1OC2	103*	22	-3	-3	-1	-1
CC(C)(O)C#Cc1ccc(C(=O)Nc2ccc3c(c2)OCO3)s1	63*	2	2	-5	2	6
C=CCSc1nc(N)c2c(C)c(C)sc2n1	46*	x	-2	-5	x	x

(list continues)
SMILES	E-selectin induc	esBAF inh	RAD52 inh	PglD inh	ARNT TACC3 PPI	RAD54 branch	Casp6 inh	ERp5 inh
C[C@H]1CN([C@@H](C)CO)C(=O)c2cc(NC(=O)CCCN(C)C)ccc2O[C@@H]1CN(C)CC1CC1	-11	-3	8	-4	-6	-20	-90	7
CCOC(=O)C1=C(N)N(c2ccccc2Oc2ccccc2)C(=O)C1	x	4	x	-2	-3	1	x	x
O=C(Nc1ccc(F)cc1F)c1csc(-c2ccncc2)n1	x	x	-16	x	3	x	-2	2
CCOC(=O)c1c(-c2ccc(C)o2)csc1NC(=S)NC(=O)c1ccccc1Br	x	-2	x	2	4	-6	x	x
CC(=O)Nc1ccc(NC(=O)CSc2ccc(C(F)(F)F)cc2[N+](=O)[O-])cc1	x	x	4	x	23	x	1	-1
CC(=O)Nc1ccc(NC(=O)c2ccc([N+](=O)[O-])cc2Cl)cc1	x	x	-9	3	-12	2	-1	2
CCn1c(SCC(=O)c2cc(OC)ccc2OC)nnc1C(C)C	x	-5	x	1	-12	-4	x	x
COc1ccc(-n2c(SCC(=O)NCC3CCCO3)nc3ccccc3c2=O)cc1Cl (stereo unspecified)	-0.2	8	-269	5	x	-10	1	11
O=C(N/N=C/c1c[nH]c2ccccc12)c1ccc(O)c(O)c1	-0.3	-2	-6	6	11	14	1	1
CC(=O)NC(O)C(=O)c1ccco1 (stereo unspecified)	x	-8	-7	6	7	-3	9	5
CC(C)C#Cc1ccc([C@@H]2[C@H](CO)N3CCCCN(C(=O)c4ccc5c(c4)OCO5)C[C@@H]23)cc1	-0.4	x	19	0	3	-3	-3	u
O=C(CS(=O)(=O)c1ccc(F)cc1)NCc1ccccc1	1.4	8	-22	-4	-4	8	1	-2
C[C@H](CO)N1C[C@H](C)[C@H](CN(C)C(=O)Nc2ccc(F)cc2)OCCCC[C@H](C)Oc2ccc(NC(=O)Nc3ccc(C(F)(F)F)cc3)cc2C1=O	0.4	-6	0	3	x	-3	0	2
O=C(COC(=O)c1cccc(S(=O)(=O)N2CCCC2)c1)Nc1ccccc1Cl	x	3	-16	3	-1	4	4	7
COc1cccc(N(C(=O)c2nc3nccc(C)n3n2)c2nc3ccccc3s2)c1	0.0	x	-17	x	18	x	3	0
CCCCn1c(=O)c(Cc2ccccc2)c(O)c2ccccc21	x	-6	x	-8	-5	-7	x	x
Cn1ncc([N+](=O)[O-])c1C(=O)NCc1ccccc1	-0.1	x	-2	x	-4	x	-1	0
O=C1NC(=O)C(CSc2ccccc2)(c2ccccc2)N1 (stereo unspecified)	-0.2	-3	-9	3	-5	-5	-3	-4
O=C(COc1ccc(Cl)cc1)NNC(=S)NCc1ccccc1	x	-2	-10	18	0	-11	-2	-3
C[C@H]1CN([C@@H](C)CO)C(=O)c2cc(NC(=O)Nc3ccc4c(c3)OCO4)ccc2O[C@H]1CN(C)S(=O)(=O)c1ccc(Cl)cc1	-0.2	0	-9	-2	-6	-5	1	5
CCN(CC)CCCNC(=O)c1cc(Nc2ccc(OC)cc2)nc2ccccc12	0.1	-8	-5	-7	2	2	-4	3
CCN(C(=O)Cn1c(=O)oc2cc(S(=O)(=O)N3CCCC3)ccc21)c1ccc(OC)cc1	u	8	-2	0	-2	7	2	2
CCOc1ccc(OCC)c(NC(=O)Nc2ccc3c(c2)N(C)C(=O)CS3)c1	x	6	-45	-3	-4	-10	2	-5
CCNC(=O)C[C@H]1CC[C@H]2[C@@H](COc3ccc(NC(=O)C4CCCCC4)cc3C(=O)N2C)O1	0.0	-6	-2	2	-8	5	-1	16
CCOC(=O)C1CCN(C(=O)COC(=O)c2cccc(F)c2)CC1	x	x	-15	x	-12	x	-1	3

Screening results (PubChem)
